# Source: PubChem (several laboratories)
# EBNA-1 inhibitor: blocks EBNA-1 binding to DNA; AID 1950; inhibition, % at 14.8 µM; EBNA-1 DNA binding, fluorescence polarization; 300,000 tested, 0.34% active; in the data active = inhibition above about 28%
# proCasp3 act: activators of human procaspase-3 | activation, % at 8.5 µM | 330,000 tested, 0.11% active | recombinant procaspase-3 D3A, Ac-DEVD-pNA absorbance 405 nm;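 active = activation above the mean of all tested compounds plus 3 SD, cut at about 21% in these data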;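 note: 0% = DMSO alone and 100% = DMSO wells spiked with extra 5 µM PC-3 D3A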
#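 Test system: Procaspase-3 D3A mutant; medium: Zinc-free HEPES/NaCl buffer with 0.01% Triton X-100 at pH 7.4; reagent: DEVD-pNA substrate; doses: one concentration, 8.5 µM nominal, 0.8% DMSO; times: 1 h preincubation plus 2 h reaction at 25 °C; signal: Epi-absorbance at 405 nm of released p-nitroaniline, 0 and 120 min; replicates: singlicate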
# RPL19A-GFP yeast: modulators of TOR pathway RPL19A-GFP in S. cerevisiae | 330,000 tested, 0.3% active | S. cerevisiae RPL19A-GFP strain, flow cytometry, 3 h; stronger effect = lower value | AID 2025 | percent response vs DMSO, % at 10 µM;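 active = percent response vs DMSO below 50%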;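 note: median channel GFP fluorescence of the barcoded RPL19A-GFP strain; ratio of sample median GFP to plate DMSO average so 100% = DMSO; lower means less RPL19A-GFP as with rapamycin TOR inhibition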
# LAP4 TOR yeast: modulators of TOR pathway LAP4-GFP in S. cerevisiae. 320,000 tested, 0.34% active. GFP response vs DMSO, % at 10 µM. S. cerevisiae LAP4-GFP multiplex, flow cytometry GFP, 3 h; median GFP as percent of DMSO wells. AID 2023;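 active = GFP response vs DMSO above a set limit, about the screen mean plus 3 SD, cut at about 150% in these data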
# ZTA counter: ZTA (EBV) inhibition in EBNA-1 counter-screen; P03206; ZTA-DNA binding, fluorescence polarization; inhibition, % at 11 µM; 320,000 tested, 0.15% active; in the data active = inhibition above about 33%
# AHR act: activators of human aryl hydrocarbon receptor | AID 2796 | P35869 | AHR-responsive luciferase reporter cells, luminescence | activation, % at 5 µM | 320,000 tested, 2.5% active; in the data active = activation above about 47%;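 note: 0% = vehicle wells and 100% = reference agonist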
# procasp7 counter: activates human procaspase-7, counter-screen for procaspase-3 activators | 330,000 tested, 0.093% active | activation, % at 8.5 µM | P55210 | recombinant procaspase-7, Ac-DEVD-pNA absorbance 405 nm; D23A/D198A/D206A triple mutant, cannot self-cleave; scale: DMSO 0, 5 µM enzyme 100 | AID 463210;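 active = percent activation above the screen-wide mean plus 3 SD, cut at about 25% in these data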
#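 Test system: Procaspase-7 triple mutant (PC-7 D3A). Also added: Ac-DEVD-pNA substrate, 400 µM as added. Schedule: 1 h enzyme–compound preincubation and 2 h substrate reaction, both 25 °C. Signal: p-Nitroaniline absorbance at 405 nm, read at 0 and 120 min. Control set: low DMSO alone, high DMSO plus 5 µM PC-7.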
# MEP2 TOR yeast: modulators of TOR pathway MEP2-GFP in S. cerevisiae; S. cerevisiae MEP2-GFP strain, flow cytometry GFP, 3 h; 100% = DMSO control level; GFP response vs DMSO, % at 10 µM; 330,000 tested, 0.51% active;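 active = GFP response versus DMSO above a set limit, roughly screen mean plus 3 SD, cut at about 180% in these data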;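 note: median GFP fluorescence of the barcode-gated MEP2-GFP cells per well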
# * marks the source's active call; other numbers are inactive results; nt = no result given. Not a hit list. Share with any hit: about 3.8%.
smiles	EBNA-1 inhibitor	proCasp3 act	RPL19A-GFP yeast	LAP4 TOR yeast	ZTA counter	AHR act	procasp7 counter	MEP2 TOR yeast
CC1(C)Cn2c(nnc2-c2ccccc2)S1	-8	0	91	99	2	-4	1	100
O=C(OCc1ccc([N+](=O)[O-])cc1)C1CCN(S(=O)(=O)c2ccccc2)CC1	9	3	99	98	-2	-6	14	98
Cc1ccc(Nc2nc(-c3ccc(S(=O)(=O)N4CCOCC4)cc3)cs2)cc1	22	0	98	98	15	0	-4	98
C=C(C)COc1ccc(-c2[nH]ncc2-c2ccc(Br)cc2)c(O)c1	-1	7	100	105	-12	16	-9	115
O=C(CSc1cccs1)NCCc1ccccc1	7	-3	102	87	2	0	-8	103
O=C(Nc1ccc2c(c1)OCO2)O[C@@H]1C[C@H]2CCC(=O)N3CC[C@@H](C1)[C@@H]23	13	5	101	130	4	4	2	100
CCOC(=O)C1CCN(C2=C(NS(=O)(=O)c3ccc(Cl)cc3)C(=O)c3ccccc3C2=O)CC1	10	2	94	114	-4	4	-7	97
Cc1ccc(OCCCC(=O)Nc2ccc(S(N)(=O)=O)cc2)cc1	-1	0	99	102	8	-1	-3	101
CC(C)[C@H](NC(=O)[C@@H]1CSCN1C(=O)OC(C)(C)C)C(=O)NCC1CCC(C(=O)O)CC1 (stereo not given in full)	-18	-3	87	87	11	18	-6	87
Cc1ccc(C(=O)N2CCCCCC2)cc1Br	-2	1	94	110	15	0	4	93
Cc1ccccc1OCc1nnc(SCC(=O)Nc2ccc3c(c2)oc2ccccc23)n1C	-9	5	93	100	-2	3	10	99
CCOc1ccccc1NC1=NC2CS(=O)(=O)CC2S1 (stereo not given)	7	5	96	122	12	-1	6	139

smiles	EBNA-1 inhibitor	proCasp3 act	RPL19A-GFP yeast	LAP4 TOR yeast	ZTA counter	AHR act	procasp7 counter	MEP2 TOR yeast
Cc1nn(Cc2cccc3ccccc23)c(C)c1NC(=O)c1cccnc1	-1	-7	94	81	-17	5	11	90
Cc1noc(C)c1C(=O)NCC1COc2ccccc2O1 (stereo not given)	nt	3	99	102	-14	1	3	102
CCOC(=O)Cc1n[nH]c(=O)c2ccccc12	-2	4	96	97	-19	1	3	93
O=C(c1ccc(Cl)cc1)N1CCC(O)(CSc2ccccc2)CC1	-7	1	63	93	-14	7	2	160
CC(=O)NC1Sc2ccccc2N=C1c1ccccc1 (stereo not given)	-14	-16	95	130	3	9	-15	108
Cn1ccnc1CN1CCCCC1C(=O)Nc1ccc(Oc2cccnc2)cc1 (stereo not given)	-2	-1	100	99	0	2	-6	105
COc1ccc(C(=O)N2c3ccccc3C=CC2C#N)cc1 (stereo not given)	6	4	121	111	-7	3	15	124
CC1CC(C)CN(S(=O)(=O)c2ccc(C(=O)Nc3nnc(-c4cccs4)o3)cc2)C1 (stereo not given)	8	8	96	101	-4	7	-2	103
COc1ccc(CNc2ncnc3sccc23)cc1OC	-3	5	93	107	6	9	-5	97
CC(C)(C)c1cc(Br)ccc1OCC(=O)Nc1ncn[nH]1	-7	-1	95	102	2	4	4	103
COC(=O)N/N=C/c1ccccc1OCc1ccccc1	-6	5	104	101	5	14	1	103
CCCCCc1nc2c(C#N)c(-c3ccc(Cl)cc3)ccn2n1	6	-3	101	102	6	2	0	105

# Shown as labelled records: entries from further up.
> Cc1ccccc1OCc1nnc(SCC(=O)Nc2ccc3c(c2)oc2ccccc23)n1C
  EBNA-1 inhibitor = -9	proCasp3 act = 5	RPL19A-GFP yeast = 93	LAP4 TOR yeast = 100	ZTA counter = -2	AHR act = 3	procasp7 counter = 10	MEP2 TOR yeast = 99

> CCOc1ccccc1NC1=NC2CS(=O)(=O)CC2S1 (stereo not given)
  EBNA-1 inhibitor = 7	proCasp3 act = 5	RPL19A-GFP yeast = 96	LAP4 TOR yeast = 122	ZTA counter = 12	AHR act = -1	procasp7 counter = 6	MEP2 TOR yeast = 139

# Next section:
smiles	EBNA-1 inhibitor	proCasp3 act	RPL19A-GFP yeast	LAP4 TOR yeast	ZTA counter	AHR act	procasp7 counter	MEP2 TOR yeast
O=C(c1cnc2n(c1=O)CCS2)N1CCc2ccccc21	2	-5	96	95	-27	1	9	94
CC1CCN(C(=O)CSc2nnc(-c3cccnc3)o2)CC1	-8	1	104	95	-10	3	0	106
O=C(COC(=O)c1ccncc1)c1ccc(Cl)c(Cl)c1	-3	3	100	116	7	1	12	96
Cc1cc(C)c(C(=O)O)c(CC(C)(C)C(=O)O)c1	-14	1	100	106	-16	7	4	106
C=CCn1c(SCc2ccc([N+](=O)[O-])cc2)nnc1C(C)NC(=O)c1ccccc1 (stereo not given)	2	1	98	97	-8	4	2	98
O=S(=O)(NCC1CCCO1)c1ccc(Oc2ccccc2)cc1 (stereo not given)	7	8	100	120	0	0	1	117
COCCNCCCOc1ccc(C)cc1Br	5	2	93	88	-7	3	7	104
COc1cc(C2Nc3ccccc3C(=O)N2c2ccccc2OC)ccc1O (stereo not given)	1	-2	105	88	0	3	-3	109
Cc1ccc(C)c(S(=O)(=O)N(C)Cc2cccs2)c1	nt	14	111	113	-10	-2	10	114
CCOC(=O)/C=C(\C)N1N=C(c2ccccc2)CC1c1ccccc1 (stereo not given)	-9	1	104	101	4	19	-6	105
C/C(=N\NC(=O)c1cccc(C)c1O)c1ccc(NC(=O)Cc2ccccc2)cc1	3	-2	107	94	1	19	-4	99
O=C(OCc1cc(=O)n2ccsc2n1)c1ccc(O)cc1O	nt	9	103	100	-13	0	4	103

smiles	EBNA-1 inhibitor	proCasp3 act	RPL19A-GFP yeast	LAP4 TOR yeast	ZTA counter	AHR act	procasp7 counter	MEP2 TOR yeast
Cc1cccc2sc(NC(=O)C3CSC4(C)CCC(=O)N34)nc12 (stereo not given)	-3	-1	98	80	2	21	-7	93
COc1ccc(C2C(C(=O)c3sc(C)nc3C)=C(O)C(=O)N2CCN(C)C)cc1OC (stereo not given)	-4	5	92	90	15	0	-7	97
Clc1ccc(CNCCC2=CCCCC2)cc1	9	0	97	99	-12	2	17	110
CCOC(=O)c1c(N)sc2c1CCN(CCc1ccccc1)C2	-2	-3	101	97	-5	7	3	109
C[C@@]12C(=O)Nc3ccccc3C(=O)N1[C@H]1c3cc(Br)ccc3OC[C@@H]1[C@@H]2c1ccccc1	-3	-2	99	130	2	0	-2	89
Cc1cccc(N2CCN(C(=O)CNC(=O)c3cccc([N+](=O)[O-])c3)CC2)c1C	-11	0	98	103	-2	-3	-1	103
CC(OC(=O)CNC(=O)c1ccc(Cl)c(Cl)c1)C(=O)N1CCOCC1 (stereo not given)	8	5	97	115	14	1	0	102
CC(NS(=O)(=O)c1cn(C)c(=O)n(C)c1=O)c1ccccc1 (stereo not given)	16	7	104	72	4	7	2	102
CC1CN(C(=O)c2cccc(COc3ccc(Br)cc3)c2)CC(C)O1 (stereo not given)	6	5	100	102	6	3	-4	101
C=CCn1c(C)cc(/C([O-])=C(/C(=S)Nc2ccc(OC(F)F)cc2)[n+]2ccc(N(C)C)cc2)c1C	-13	-11	95	108	9	-1	-6	99
CN1CCN(C(=O)c2cccn(Cc3c(Cl)cccc3Cl)c2=O)CC1	-3	-3	104	96	18	1	-1	108
COc1cc(OC)c(C2=NOC(C(=O)NCc3ccc4c(c3)OCO4)C2)cc1Cl (stereo not given)	-6	10	93	90	7	3	0	93

smiles	EBNA-1 inhibitor	proCasp3 act	RPL19A-GFP yeast	LAP4 TOR yeast	ZTA counter	AHR act	procasp7 counter	MEP2 TOR yeast
COc1ccc(C2C(C(N)=O)=C(C)Nc3nc(-c4ccccc4Cl)nn32)c(OC)c1 (stereo not given)	0	2	99	100	-2	2	5	101
Cc1ccc(OCC(=O)N2CCN(S(=O)(=O)c3ccc(Cl)s3)CC2)cc1C	nt	-10	92	86	15	-2	-1	92
CCN1CCN(CCC(=O)Nc2ccccc2C)CC1	11	3	102	97	11	8	-3	104
O=C(NCCc1ccccc1)c1ccc(NS(=O)(=O)c2ccc3[nH]c(=O)[nH]c3c2)cc1	-7	9	87	91	-3	3	1	93
CCOC(=O)c1cc(-c2nnc(-c3ccc(Cl)cc3)o2)c(C)nc1C	-6	7	97	100	-1	3	-5	109
O=C(COC(=O)[C@H](Cc1c[nH]c2ccccc12)NC(=O)c1ccc(Cl)cc1)Nc1ccc2c(c1)OCO2	4	-7	100	96	8	9	-5	99
C=C(C)[C@@H]1CC=C(C(=O)O)CC1	7	0	102	129	-2	-2	-1	103
C/C(=N\NC(=O)c1nnn(-c2nonc2N)c1CN1CCC(C)CC1)c1cccc(Br)c1	8	1	96	85	22	1	-3	92
O=C(CCc1nc2ccccc2s1)N1CCN(S(=O)(=O)c2cccs2)CC1	-19	-5	98	99	-12	7	2	103
CCOC(=O)N1CCC(NC(=O)Cn2cc3c(n2)CCCCC3)CC1	7	9	103	92	17	1	9	112
Cc1ccc(-c2nn3c(C)nnc3s2)cc1NC(=O)CSc1ccc(Cl)cc1	-8	10	98	95	-10	-2	11	92
CC(CNCc1ccc2c(c1)OCO2)NCc1ccc2c(c1)OCO2 (stereo not given)	-8	4	104	99	-5	5	10	99

smiles	EBNA-1 inhibitor	proCasp3 act	RPL19A-GFP yeast	LAP4 TOR yeast	ZTA counter	AHR act	procasp7 counter	MEP2 TOR yeast
O=C(CC12CC3CC(CC(C3)C1)C2)NC(=S)N1CCCCC1	0	0	96	92	-7	1	2	112
CCCC(C(=O)Nc1ccc(C)c(S(=O)(=O)N2CCOCC2)c1)c1ccccc1 (stereo not given)	-11	-4	98	92	-3	-2	-4	98
OC(CNCCCCNCC(O)C(F)(F)F)C(F)(F)F (stereo not given)	-13	3	99	95	2	6	-1	93
Clc1ccc2scc(CN3CCCC3)c2c1	-8	-2	98	130	1	1	4	100
O=C(/C=C/c1ccc(F)cc1)NCc1ccco1	-3	3	98	91	7	3	-1	104
CCN(CC)C(=O)c1sc(NC(=S)N2CCN(C(=O)C3CCCO3)CC2)c(C(=O)OC)c1C (stereo not given)	9	-5	102	103	-12	-2	-1	90
Cc1ccc(S(=O)(=O)Nc2ccc3[nH]ccc3c2)cc1	-7	-3	104	114	-4	3	4	112
O=C(O)c1cc(-c2ccc(O)cc2)on1	3	5	96	95	7	1	-4	102
COc1cccc(OC)c1C(=O)NC(=O)Nc1c(F)cc(F)cc1F	10	4	99	116	-2	5	7	105
CSc1ccc(C(=O)C2CCCN(C(=O)c3ccc4c(c3)OCO4)C2)cc1 (stereo not given)	0	5	101	112	1	2	6	93
O=[N+]([O-])c1ccc(Cl)c(S(=O)(=O)/N=C(/Nc2cccnc2)c2ccccc2)c1	nt	2	96	102	nt	5	10	125
FC(F)(F)c1nnc(-c2ccccc2)nc1N1CCCC1	-1	5	98	86	-3	85*	-2	95

smiles	EBNA-1 inhibitor	proCasp3 act	RPL19A-GFP yeast	LAP4 TOR yeast	ZTA counter	AHR act	procasp7 counter	MEP2 TOR yeast
CCn1c(=S)[nH]c2sc3c(c2c1=O)CCCC3	-2	-4	99	78	6	3	-3	101
O=c1c2ccccc2nc2c3ccccc3c(NCCO)nn12	-3	-4	99	97	-1	20	-1	93
O=C(CN1CCOC1=O)N1CCCC(N2CCN(c3cccc(C(F)(F)F)c3)CC2)C1 (stereo not given)	5	3	103	101	4	1	2	105
Cc1cccnc1NC1OC(=O)c2ccccc21 (stereo not given)	3	-1	101	99	-7	0	-4	103
COc1ccc(NC(=O)C2CCN(S(=O)(=O)c3cccs3)CC2)cc1OC	nt	1	98	100	2	3	5	100
O=C(c1ccc2c(=O)n(Cc3ccc4c(c3)OCO4)c(=S)[nH]c2c1)N1CCCCC1	-10	-1	nt	91	10	-3	-1	99
CC1(C)C(C#N)=C(N)Oc2c1c(=O)oc1ccccc21	-9	0	100	104	-12	0	1	101
